Growth percent in the NCI-60 one-dose screen (48 h, 10 µM unless noted): 100 = growth as untreated, 0 = no growth, -100 = all killed.
LOX IMVI: LOX IMVI melanoma | actives 7.4% (n = 79,000)
MALME-3M: MALME-3M melanoma; actives 5.8% (n = 78,000); AID 1794766
HS 578T: HS 578T breast cancer | actives 4.1% (n = 78,000) | AID 1794788
BT-549: BT-549 breast cancer; actives 4.4% (n = 78,000); AID 1794793
MCF7: MCF7 breast cancer | actives 6.3% (n = 82,000) | AID 1794796
MDA-MB-468: MDA-MB-468 breast cancer | actives 8.5% (n = 78,000)
T-47D: T-47D breast cancer; AID 1794792; actives 5% (n = 79,000)
MDA-MB-231: MDA-MB-231 breast cancer. actives 5% (n = 81,000). AID 1794789
* = called active by the depositor; . = no result given; & = joins results of further samples; [ ] = remark or other dose. How the source made its calls: active means growth percent below 10; inactive means the rest.

Fields: LOX IMVI	MALME-3M	HS 578T	BT-549	MCF7	MDA-MB-468	T-47D	MDA-MB-231
C=C(C)[C@@H]1CC[C@]2(C(=O)NCCCN)CC[C@]3(C)[C@H](CC[C@@H]4[C@@]5(C)CC[C@H](O)C(C)(C)[C@@H]5CC[C@]43C)[C@@H]12
  1.4*[100 µM]	-19*[100 µM]	-5.0*[100 µM]	-2.1*[100 µM]	-8.5*[100 µM]	-20*[100 µM]	-13*[100 µM]	-48*[100 µM]
CCCCCC1C(=O)N2C=C(c3ccccc3)c3ccccc3N2C1=O (stereo unspecified)
  93	89	106	92	93	.	92	104
N#COc1ccc(/C=C2\CCCC3C2=NNC3c2ccc(OC#N)cc2)cc1 (stereo unspecified)
  .	99	83	103	103	100	87	88
CC(C)CC(NC=O)C(=O)O (stereo unspecified)
  106	.	109	105	98	96	110	108
CCOC(=O)c1c2ccc3cn(C)nc3c2c(C)n1Cc1ccccc1
  94	129	.	107	98	.	84	90
Cc1cc(C)cc(S(=O)(=O)n2ccc(-c3ccc4c(c3)CCC(C)(C)O4)n2)c1
  95	83	93	.	81	55	58	93
CCCCCCN(CCCCCC)CCCCCC
  103	105	97	111	92	106	79	108
O[C@@H]1Cc2ccccc2[C@H]1O
  109	98	97	85	97	118	97	105
CC(=O)O[C@@H]1C(=O)N(c2cnccn2)[C@H]1c1ccccc1[N+](=O)[O-]
  6.3*	52	14	-13*	15	-4.2*	85	22
c1cncc(-c2ccc(C3CC3)s2)c1
  100	.	94	114	86	93	95	98
C#CCOc1ccc(/C=N/Nc2nc(-c3ccc(Br)cc3)cs2)cc1
  98	106	115	.	86	95	73	105
COc1ccc(C(=O)C[n+]2ccc3ccccc3c2)cc1
  88&96	90&88	95&95	102&117	94&93	112&95	101&93	97&90
O=C(c1cc2ccccc2o1)c1nn(-c2ccccc2)c2nc3nc(-c4cc5ccccc5o4)cc(-c4c[nH]c5ccccc45)c3c(=O)n12
  95	.	98	107	83	103	94	82
O=C(/C=C/c1ccccc1)c1cccc(OCCCOc2cccc(C(=O)/C=C/c3ccccc3)c2)c1
  58	107	113	92	11	94	72	97
Cc1nn(-c2ccccc2)c2c1C1C(=C(c3ccc(Cl)cc3)N2)C(=O)N(Cc2ccccc2)c2ccccc21 (stereo unspecified)
  103	113	130	138	80	94	85	98
CS(=O)(=O)c1cccc(-c2c(-c3cccc(OCC(=O)c4ccccc4)c3)nc3sccn23)c1
  94	96	89	92	98	99	82	77
Nc1nc2c(c(=O)[nH]1)C1(C(=O)Nc3ccccc31)c1c(nc(N)[nH]c1=O)N2
  98	100	110	102	95	101	92	99
Cc1cccc2sc(=S)[nH]c12
  95	99	110	102	108	108	100	96
Brc1c(NC2=NCCN2)ccc2nccnc12
  94	96	102	106	101	109	100	119
CC(C)(O)Cc1cccnc1
  98	110	98	99	97	121	100	114
COc1cc(-c2cc(=O)c3ccc(O)cc3o2)cc(OC)c1OC
  93	106	79	100	92	79	88	94
O=c1cn[nH]c(=O)[nH]1
  89	100	141	107	95	93	94	91
O=C(CNc1ccccc1)Cn1cc(COc2ccc(C=Nc3cnc4ccccc4c3)cc2)nn1
  .	103	99	103	102	101	110	114
CCC(C)CC(C)C(=O)c1c(O)ccn(OC)c1=O (stereo unspecified)
  32	81	93	78	74	69	83	62
CCOc1cccc(/C=N/NC(=O)c2ccccc2Nc2ccnc(C(F)(F)F)c2)c1O
  7.4*	18	39	26	3.0*	-24*	16	47
COc1ccc(-c2ccnc3c(C#N)c(SC)nn23)cc1
  81	100	98	93	97	95	86	86
COc1cc(C2CC(c3ccccc3)=NN2)ccc1Oc1nc2c(c(=O)n(C)c(=O)n2C)n1C (stereo unspecified)
  81	96	98	89	85	87	85	99
Cc1ccc(S(=O)(=O)NC(=S)S)cc1
  95	.	97	.	99	.	99	104
O=C(O)c1ccc(O)c([N+](=O)[O-])c1
  91	109	110	107	103	110	105	103
O=C(CCl)NC(C(=O)O)c1ccccc1 (stereo unspecified)
  97	102	116	99	102	110	89	124

Carrying on.
Fields: LOX IMVI	MALME-3M	HS 578T	BT-549	MCF7	MDA-MB-468	T-47D	MDA-MB-231
CC(=O)N(C)c1cccc(C)c1
  119	98	.	103	111	104	100	103
CC(C)n1nc(C#Cc2cccc3cc(-c4cccc(C(F)(F)F)c4)ncc23)c2c(N)ncnc21
  58	93	65	98	76	98	.	60
CCCCCC(CC)(C(=O)OCC)C(=O)OCC
  99&101	127	105&107	102&97	84&95	111&110	102	117&103
CCOC(=O)c1nc2c(C#N)cccn2c1C(=O)c1ccc(Br)cc1
  100	102	91	104	86	103	91	98
NC(=O)COc1ccc(Cl)cc1Cl
  95	84	107	101	97	107	92	106
CC(=O)c1cc2c(N)c(C(=O)Nc3cccc4ccccc34)sc2nc1C
  41	56	38	46	22	4.0*	43	26
C/C(=N\NC(=O)c1sc(=S)n(C)c1N)c1cc2ccccc2o1
  26	99	62	87	35	.	78	36
COc1ccc(NC(=O)CSc2ccc(-c3ccc(Br)cc3)nn2)cc1
  93	102	91	111	90	104	96	103
COc1ccc(CN(C)c2nc3ccccc3s2)cc1
  91	81	104	102	90	62	71	88
Clc1ccc(/C=C/c2nn3c(-c4ccncc4)nnc3s2)cc1
  95	94	91	99	79	96	63	83
N/C(=N\c1nc2ccccc2s1)NC(=O)Nc1c(Cl)cccc1Cl
  25	44	34	37	16	-4.1*	18	29
O=c1[nH]cccc1[N+](=O)[O-]
  106	112	118	123	105	101	90	114
CCCCn1c(-c2ccc(C(=O)O/N=C(\N)c3ccc4c(c3)OCO4)cc2)nc(-c2ccccc2)c1-c1ccccc1
  -73*	56	41	55	48	74	0.0*	33
CCOC(=O)Oc1ccc(C)cc1
  100	96	103	116	100	89	99	115
Cc1nn(-c2ccccc2)c(N2CCCC2)c1-c1nc2ccc(C(=O)NN)cc2[nH]1
  101	106	.	107	94	108	84	101
O=C1CC(c2cccc(Cl)c2)c2cnn(Cc3ccc4c(c3)OCO4)c2N1 (stereo unspecified)
  85	95	87	80	93	56	54	86
CCCCOc1nc2cc(Cl)ccc2cc1-c1cc(-c2ccc(Cl)cc2)nc(-c2ccc(Cl)cc2)c1
  101	98	91	102	94	109	104	86
COc1ccc(C2=NN(c3ccc(S(N)(=O)=O)cc3)C(c3cn(-c4ccccc4)nc3-c3ccc(OC)cc3)C2)cc1 (stereo unspecified)
  97	.	114	.	74	98	74	105
Cc1nn(-c2ccccc2)c(Cl)c1/C=C1\N=C(c2ccccc2)N(C(=O)c2ccc(O)cc2)NC1=O
  96	77	101	89	85	59	102	90
CCCCn1cc(CCCCCC(=O)CC(=O)N[C@H]2CCOC2=O)nn1
  97	102	101	112	99	107	88	110
CCC1(C)OC(=O)NC1=O (stereo unspecified)
  94	106	109	93	98	107	94	109
CCCCCCCCCCCCC1C/C=C\CCCC(=O)O1 (stereo unspecified)
  113	107	113	127	92	127	91	119
CCN(CC)Cc1nc2ccccc2c(=O)n1/N=C/c1ccc(OC)cc1
  100	109	112	121	96	101	116	102
O=c1ccnc2n1CCN2
  97	96	103	99	104	.	98	113
COC(=O)C1([N+](=O)[O-])CC(c2ccccc2)ON(c2ccccc2)C1/C=C/c1ccccc1 (stereo unspecified)
  98	92	102	106	69	59	77	82
C#Cc1cc2c(N)c(C(=O)c3cc(OC)c(OC)c(OC)c3)[nH]c2cc1OC
  46	26	1.9*	57	20	9.9*	26	49
COc1cc(Cl)cc(-c2nn(C(=O)NS(=O)(=O)c3ccccc3)cc2-c2ccncc2)c1
  59	96	79	37	100	89	93	63
COc1ccc2[nH]c(O)c(N=NC(=O)c3ccc4nc(-c5ccc(C)cc5)[nH]c4c3)c2c1
  105	108	112	137	92	105	103	97
Cc1cccc(/C=C/c2ccccc2)n1
  99	114	.	110	74	111	83	110
CC(=O)OCCOCCOC(C)=O
  100	101	104	110	96	108	100	117

An excerpt from above in order of SMILES length, largest number first.
Fields: LOX IMVI	MALME-3M	HS 578T	BT-549	MCF7	MDA-MB-468	T-47D	MDA-MB-231
COC(=O)C1([N+](=O)[O-])CC(c2ccccc2)ON(c2ccccc2)C1/C=C/c1ccccc1 (stereo unspecified)
  98	92	102	106	69	59	77	82
C#Cc1cc2c(N)c(C(=O)c3cc(OC)c(OC)c(OC)c3)[nH]c2cc1OC
  46	26	1.9*	57	20	9.9*	26	49
CCOC(=O)c1nc2c(C#N)cccn2c1C(=O)c1ccc(Br)cc1
  100	102	91	104	86	103	91	98
N/C(=N\c1nc2ccccc2s1)NC(=O)Nc1c(Cl)cccc1Cl
  25	44	34	37	16	-4.1*	18	29
CC(=O)OCCOCCOC(C)=O
  100	101	104	110	96	108	100	117
O=c1ccnc2n1CCN2
  97	96	103	99	104	.	98	113

Next part:
Fields: LOX IMVI	MALME-3M	HS 578T	BT-549	MCF7	MDA-MB-468	T-47D	MDA-MB-231
CC(C)(C)N1C(=O)c2ccccc2C1=O
  98	116	89	121	104	149	104	95
Cc1cccc2c3c(sc12)C(c1ccc(Cl)cc1)c1c(nc(CC(=O)Nc2ccccc2)[nH]c1=O)O3 (stereo unspecified)
  56	51	60	77	38	9.8*	48	77
Cc1nn(-c2ccccc2)c(Cl)c1/C=C1\N=C(c2ccccc2)N(C(=O)c2ccc([N+](=O)[O-])cc2)NC1=O
  71	91	74	74	74	89	89	85
C/C(=N/Nc1nc(N/N=C(/C)c2ccc([N+](=O)[O-])cc2)nc(N2CCOCC2)n1)c1ccc([N+](=O)[O-])cc1
  39	69	79	67	74	80	55	43
CN(C)c1nc(-c2ccco2)n2nc(-c3ccc(Cl)cc3)cc2n1
  51	99	65	87	68	78	48	54
CC12CCC(C(N)C1=O)C2(C)C (stereo unspecified)
  103&102	107&99	121&110	102&90	116&107	110&108	109&119	113&95
S=c1[nH]c2ccccc2n1CCc1ccncc1
  90	124	108	94	108	95	109	107
O=C(/C=C/c1ccccc1F)c1c(O)c2ccccc2oc1=O
  .	89	90	101	67	73	87	99
NS(=O)(=O)c1cccc(Nc2nc(SCC(=O)c3ccccc3)nc3c2CCCC3)c1
  99	115	105	113	95	103	96	104
COc1ccc(/C=C2/SC(=Nc3c(C)nn(-c4ccccc4)c3N)NC2=O)cc1
  33	.	32	27	9.0*	7.2*	61	66
CNC1=C([N+](=O)[O-])C(c2cc3cc(OC)ccc3nc2Cl)C(C#N)=C(c2cccs2)O1 (stereo unspecified)
  92	95	100	106	89	119	88	95
COc1nc2ccccc2cc1/C=[N+](\[O-])c1ccccc1
  40	61	81	87	29	89	59	57
Cc1ccc(S(=O)(=O)N/N=C2\CC3CC2C2CCCC32)cc1 (stereo unspecified)
  94	119	99	98	100	97	109	101
O=C(O)c1ccccc1C(=O)Nc1ccccc1C(F)(F)F
  101	104	116	95	97	99	108	108
CCc1cccc(C)c1NC(=O)c1sc2nc3c(cc2c1N)CCCCC3
  45	47	36	58	19	11	47	36
CN(C)CCn1c(=O)c2ccccc2n2nc3ccccc3c12
  56	92	98	103	73	105	100	91
COc1ccc2nc3cc(Cl)ccc3c(N3CCN(c4ccnc(N5CCCC5)n4)CC3)c2c1
  101	124	104	72	62	108	80	101
COc1ccc(OC)c(NCc2ccccc2)c1
  102	100	107	97	100	108	92	101
Nc1cc2ccccc2c(=O)n1NC(=O)c1ccccc1
  88	84	91	120	54	-35*	78	87
COc1ccc(/C(C)=C(\c2ccc(Cl)cc2)c2ccc(OCCN)cc2)cc1F
  83	95	99	115	107	96	107	93
CN(C)c1ccc(-c2cc(-c3ccc(Nc4nc(Nc5ccc(Cl)cc5)nc(Nc5ccc(Cl)cc5)n4)cc3)no2)cc1
  29	54	14	58	13	.	-4.4*	36
O=C(Nc1ccc(F)cc1)Nc1ccc2oc(=O)ccc2c1
  102	96	110	106	85	101	87	101
CCCn1cc(/C=N\N=C2\C(=O)Nc3ccc(C)cc32)c2ccccc21
  4.4*	52	74	64	8.9*	25	40	34
CC(=O)Cc1nsc(NC(=O)c2cc(-c3ccc(Cl)cc3)oc2C)n1
  .	102	103	93	86	106	103	100
O=c1ccn(C2CC(O)C(COC(c3ccccc3)(c3ccccc3)c3ccccc3)O2)c(=O)[nH]1 (stereo unspecified)
  79	94	89	84	79	101	85	73
COc1cc2cc(NCc3ccc(OC(F)F)cc3)nc(C)c2cc1OC
  28	72	78	72	86	64	71	63
Cc1cc2nc3c4cc(C=O)ccc4n(CCN(C)C)c3nc2cc1C
  -40*	-3.1*	52	54	2.8*	-5.9*	22	24
O=S(=O)(NCCNc1nccc(-c2c(-c3cccc(O)c3)nc3sccn23)n1)c1ccc(F)cc1
  38	18	83	79	38	65	85	78
O=C1C2CC(O)Cc3ccccc3N2C(=O)CN1CCO (stereo unspecified)
  96	105	99	104	97	103	100	102
CC(=O)Oc1cc(C)c(OC(C)=O)c2ccccc12
  90	105	96	102	93	61	72	83
Nc1ccc2c(c1)-c1ccc(F)cc1C2=O
  99	124	.	111	99	114	107	101
COc1cc(OC)cc(C(=O)Nc2ccc(NCCN3CCOCC3)nc2)c1
  100	108	105	107	85	85	91	105
CCCCNC(=O)C(c1ccccc1)c1ccccc1
  95	102	100	143	98	96	87	99

Rewritten as labelled records: entries from further up
CNC1=C([N+](=O)[O-])C(c2cc3cc(OC)ccc3nc2Cl)C(C#N)=C(c2cccs2)O1 (stereo unspecified)
- LOX IMVI = 92
- MALME-3M = 95
- HS 578T = 100
- BT-549 = 106
- MCF7 = 89
- MDA-MB-468 = 119
- T-47D = 88
- MDA-MB-231 = 95

Cc1ccc(S(=O)(=O)N/N=C2\CC3CC2C2CCCC32)cc1 (stereo unspecified)
- LOX IMVI = 94
- MALME-3M = 119
- HS 578T = 99
- BT-549 = 98
- MCF7 = 100
- MDA-MB-468 = 97
- T-47D = 109
- MDA-MB-231 = 101

O=C(Nc1ccc(F)cc1)Nc1ccc2oc(=O)ccc2c1
- LOX IMVI = 102
- MALME-3M = 96
- HS 578T = 110
- BT-549 = 106
- MCF7 = 85
- MDA-MB-468 = 101
- T-47D = 87
- MDA-MB-231 = 101

Cc1nn(-c2ccccc2)c(Cl)c1/C=C1\N=C(c2ccccc2)N(C(=O)c2ccc([N+](=O)[O-])cc2)NC1=O
- LOX IMVI = 71
- MALME-3M = 91
- HS 578T = 74
- BT-549 = 74
- MCF7 = 74
- MDA-MB-468 = 89
- T-47D = 89
- MDA-MB-231 = 85
